# SV40 large T antigen = SV40 large T antigen inhibitors, biochemical (AID 1903); SV40 large T antigen ATPase/helicase inhibition assay; higher % means a stronger effect; inhibition, % at 20 µM; hits with a dose series show IC50 in µM; actives 0.39% (n = 310,000); in the data active = a potency from the dose series; also: strong numbers were not always called active
# NS5 inhibitors = Dengue-2 NS5 methyltransferase inhibitors, primary screen, biochemical, confirmation dose response (AID 588689); Dengue-2 NS5 methyltransferase capping enzyme assay, biochemical; higher % means a stronger effect; actives 0.3% (n = 340,000); one-dose inhibition, % at 25 µM; IC50 in µM for titrated hits; in the data active = a potency from the dose series
# Rac1 GTP hydrolysis = MgcRacGAP GTPase-activating activity inhibitors, confirmation, biochemical, ADP Hunter fluorescence. MgcRacGAP-stimulated Rac1 GTP hydrolysis, ADP Hunter fluorescence; higher % means a stronger effect; GST-tagged Rac1 F28L mutant substrate. one-dose inhibition, % at 30 µM; IC50 in µM for titrated hits. actives 0.6% (n = 340,000);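 active = first-screen hits whose inhibition reached a set limit at any dose in the follow-up dose series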;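 also: fluorescence reports GDP produced by GAP-driven GTP hydrolysis; strong numbers were not always called active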
# HIV fusion peptide = cell-free HIV fusion peptide-binding blockers – biochemical, uHTS, fluorescence dequenching, primary screen (AID 1986); cell-free peptide binding, fluorescence dequenching, 30 min; higher % means a stronger effect; inhibition, % at 20 µM, or IC50 in µM where a hit was titrated; actives 0.3% (n = 290,000); in the data active = inhibition mostly above about 52%, no sharp cut-off; inactive = mostly below about 76%; also: some results filed as inactive read as strong as hits
# RSV antiviral HEp-2 = inhibition of RSV-induced cytopathic effect – HEp-2 cells, primary 10 µM value included (AID 2391) | HEp-2 cells, RSV-induced CPE inhibition; higher % means a stronger effect | CPE inhibition, % at 10 µM; hits with a dose series show IC50 in µM | actives 0.13% (n = 310,000); in the data active = a potency from the dose series; also: strong numbers were not always called active
# AID2073 = inhibitors of Mint1-CaV2.2 protein interaction, biochemical, HTRF (AID 2073). HTRF protein-protein interaction, Mint1-CaV2.2; higher % means a stronger effect. inhibition, % at 20 µM; hits with a dose series show IC50 in µM. actives 0.19% (n = 290,000); in the data active = inhibition mostly above about 51%, no sharp cut-off; also: some results filed as inactive read as strong as hits
# Siah-1 displacement = Siah-1 peptide-binding antagonists, primary screen, biochemical, fluorescence polarization, rhodamine-plectin, uHTS (AID 1817); Siah-1 / rhodamine-plectin peptide fluorescence polarization; higher % means a stronger effect; displacement, % at 20 µM, or IC50 in µM where a hit was titrated; actives 0.02% (n = 290,000);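 active = displacement of at least 50% at 20 µM, with a fluorescence ratio check between 0.3 and a set limit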;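 also: plate controls were Siah plus tracer with DMSO for no effect and tracer alone without Siah for full effect; strong numbers were not always called active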
# LYP inhibition = PTPN22 lymphoid phosphatase activity blockers – biochemical, fluorescence intensity, uHTS (AID 1779); one-dose inhibition, % at 11.5 µM; IC50 in µM for titrated hits; recombinant LYP phosphatase, fluorescence intensity; higher % means a stronger effect; actives 0.054% (n = 290,000); in the data active = inhibition above about 50%;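 also: plate controls were vehicle with enzyme for no effect and no enzyme for full effect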
# XIAP displacement = XIAP antagonists, biochemical, IAP family, fluorescence polarization (AID 1018); one-dose displacement, % at 20 µM; IC50 in µM for titrated hits; actives 0.007% (n = 200,000); XIAP BIR domain, fluorescence polarization peptide displacement; higher % means a stronger effect; in the data active = displacement above about 50%; also: a part of the inactive calls stands beside numbers as strong as those of hits
# NS5 inhibitors pilot replicate = also measured in NS5 inhibitors; calls as there; inhibition, %; measured here: pilot screen replicate inhibition
# * marks the source's active call; other numbers are inactive results; . = not tested or not shown.
SMILES,SV40 large T antigen,NS5 inhibitors,Rac1 GTP hydrolysis,HIV fusion peptide,RSV antiviral HEp-2,AID2073,Siah-1 displacement,LYP inhibition,XIAP displacement,others
NC(=O)C1(NC(=O)[C@@H]2CC3(CC(c4cccc(NC(=O)[C@@H]5CCC(=O)N5)c4)=NO3)CN2C(=O)Cc2ccc(Cl)cc2)CC1 (some centres not stated),-5%,-5%,8%,-3.2%,3.5%,-5%,-1%,-4%,-3.4%,
COc1ccc([N+](=O)[O-])cc1NC(=O)C(C)Sc1ccc(C)cc1 (configuration not stated),11%,2%,3%,-0.7%,2.4%,-2%,2%,3%,-7.0%,
COc1ccc(S(=O)(=O)N2c3ccccc3OCC2CC(=O)O)cc1 (configuration not stated),5%,5%,2%,0.5%,-0.5%,13%,2%,-7%,.,
O=C(O)CNC(=O)C(CS)Cc1ccccc1 (configuration not stated),17%,4%,3%,.,-2.6%,.,.,.,.,
CC1CCCCC1NS(=O)(=O)c1ccc2c(c1)CC(=O)N2C (configuration not stated),9%,2%,8%,0.1%,0.3%,5%,-4%,-10%,.,
COCCn1c(=O)[nH]c2cc(C(=O)NC(C)C)ccc2c1=O,-1%,5%,-7%,-0.9%,0.6%,4%,-2%,-4%,-27%,
CCn1cc(CCCC(=O)NCc2ccc(OC)cc2)c2ccccc21,22%,-10%,2%,1.0%,5.7%,5%,0%,-5%,.,
CCOC(=O)C1=C(C)NC2=C(C(=O)CCC2)C1c1ccc(O)c(OCC)c1 (configuration not stated),19%,-6%,8%,-1.2%,1.1%,-7%,-2%,-4%,3.4%,
Cc1cccc(OCC(O)Cn2ccnc2C)c1 (configuration not stated),3%,-4%,4%,-1.8%,-1.1%,7%,4%,-9%,.,
COc1cc(OC)cc(C(=O)Nc2cccc(-c3ccc4nncn4n3)c2)c1,6%,.,.,5.9%,-1.3%,10%,-2%,-2%,-7.1%,
Cc1ccc(S(=O)(=O)N2CCN(C(=O)COC(=O)CSc3ccccc3)CC2)c(C)c1,14%,-12%,7%,.,-1.4%,.,.,.,.,
CCC1CCCCN1CCCNC(=O)C1CCC(CNS(=O)(=O)c2c(C)cc(C)cc2C)CC1 (configuration not stated),0%,-10%,-12%,0.7%,-3.2%,3%,-2%,-8%,.,
O=C(NCc1n[nH]c(=S)n1-c1ccc(Br)cc1)c1ccc(S(=O)(=O)N2CCCC2)cc1,7%,-1%,3%,0.2%,0.5%,2%,18%,3%,-1.5%,
Cc1ccccc1CSCC(=O)NC(=O)NCc1ccco1,16%,-5%,8%,-1.3%,1.7%,3%,-7%,0%,-3.0%,
Cc1ccc(S(=O)(=O)N2CCC(C(=O)NC3CC3)CC2)cc1,5%,-7%,9%,-1.5%,2.0%,14%,9%,-5%,.,
CCc1ccc(OCC(=O)Nc2ccc(S(=O)(=O)Nc3ccccn3)cc2)cc1,9%,0%,4%,0.7%,0.7%,10%,2%,-1%,.,
COc1ccccc1N1CCN(C(=O)c2ccc(Cl)c(S(=O)(=O)NCc3ccco3)c2)CC1,1%,2%,6%,-1.0%,-0.1%,-5%,-4%,-6%,-5.9%,
COC(=O)c1ccc(CNC(=O)COC(=O)CCN2C(=O)C3CC=CCC3C2=O)cc1 (configuration not stated),4%,8%,8%,.,2.0%,.,.,.,.,
O=C(Nc1cccnc1)c1ccc(Cl)c(S(=O)(=O)N2CCCC2)c1,28%,2%,11%,0.8%,1.8%,0%,12%,-6%,.,
CCC1CCCCN1CCCNC(=O)c1c(O)nc2c(C)cccn2c1=O (configuration not stated),13%,-5%,9%,-1.8%,0.8%,14%,5%,-5%,.,
Cc1cc(NC(=O)CSc2nccn2-c2ccc(F)cc2)no1,-2%,-1%,12%,1.1%,0.4%,9%,0%,0%,-5.4%,
CCC(=O)Nc1nnc(CSCc2ccc(F)cc2)s1,17%,1%,3%,2.0%,0.8%,0%,0%,-4%,-6.8%,
C=CCNc1sc(C(=O)c2ccccc2)c(N)c1-c1nc2ccccc2s1,18%,19%,8%,-0.9%,6.6%,24%,-6%,-2%,-5.3%,
O=S(=O)(NCC1NCCc2ccccc21)c1ccccc1 (configuration not stated),9%,-19%,0%,-0.4%,-2.1%,-5%,20%,-2%,-2.9%,
CCOc1cccc(NC(=O)C2CC(=O)N(c3ccc(F)cc3)C2)c1 (configuration not stated),.,-9%,9%,0.9%,2.5%,-9%,7%,-5%,-5.3%,
N#Cc1c(/N=C/c2cc3ccccc3s2)sc2c1CCC2,11%,-5%,3%,14%,0.2%,8%,-4%,-5%,-1.3%,
COc1ccccc1CNc1ncnc2c1nnn2Cc1ccccc1,4%,-4%,-2%,-2.5%,4.5%,-8%,-2%,0%,-6.1%,
Cc1cc(C#N)c(C)c(SCc2[nH]nc3c2C(c2ccccc2)C(C#N)=C(N)O3)n1 (configuration not stated),16%,12%,5%,13%,1.6%,-1%,-1%,4%,-3.3%,NS5 inhibitors pilot replicate=-5.5
CCC(=O)Nc1ccc2c(c1)OCCO2,16%,-5%,4%,4.6%,0.3%,24%,2%,2%,-3.1%,
O=c1oc2ccccc2c(NC2CCCCC2)c1NS(=O)(=O)c1ccc(F)cc1,16%,2%,8%,0.6%,-0.5%,16%,3%,-1%,.,

# Quoted from the entries so far, 6 compounds:
SMILES,SV40 large T antigen,NS5 inhibitors,Rac1 GTP hydrolysis,HIV fusion peptide,RSV antiviral HEp-2,AID2073,Siah-1 displacement,LYP inhibition,XIAP displacement,others
CCOc1cccc(NC(=O)C2CC(=O)N(c3ccc(F)cc3)C2)c1 (configuration not stated),.,-9%,9%,0.9%,2.5%,-9%,7%,-5%,-5.3%,
N#Cc1c(/N=C/c2cc3ccccc3s2)sc2c1CCC2,11%,-5%,3%,14%,0.2%,8%,-4%,-5%,-1.3%,
COc1ccccc1CNc1ncnc2c1nnn2Cc1ccccc1,4%,-4%,-2%,-2.5%,4.5%,-8%,-2%,0%,-6.1%,
Cc1cc(C#N)c(C)c(SCc2[nH]nc3c2C(c2ccccc2)C(C#N)=C(N)O3)n1 (configuration not stated),16%,12%,5%,13%,1.6%,-1%,-1%,4%,-3.3%,NS5 inhibitors pilot replicate=-5.5
CCC(=O)Nc1ccc2c(c1)OCCO2,16%,-5%,4%,4.6%,0.3%,24%,2%,2%,-3.1%,
O=c1oc2ccccc2c(NC2CCCCC2)c1NS(=O)(=O)c1ccc(F)cc1,16%,2%,8%,0.6%,-0.5%,16%,3%,-1%,.,

# The listing continues.
SMILES,SV40 large T antigen,NS5 inhibitors,Rac1 GTP hydrolysis,HIV fusion peptide,RSV antiviral HEp-2,AID2073,Siah-1 displacement,LYP inhibition,XIAP displacement,others
COc1ccc(CCN2C(=O)CC(Cc3cccc(C)c3)C2=O)cc1OC (configuration not stated),1%,-3%,6%,-0.8%,7.2%,0%,4%,-5%,-4.2%,
COC(=O)c1cc(C)sc1NC(=O)CC1Nc2ccccc2NC1=O (configuration not stated),4%,-2%,-5%,2.0%,.,1%,-4%,-7%,-14%,
O=C(CNC(=O)c1ccccc1)NCCc1nc2ccccc2[nH]1,7%,2%,9%,1.3%,1.8%,0%,-2%,-3%,-1.2%,
O=C(/C=C/c1c(F)cccc1Cl)NCc1ccc2c(c1)OCO2,2%,-1%,11%,0.2%,0.8%,2%,-1%,-10%,.,NS5 inhibitors pilot replicate=-1.5
C=CCn1c(C)cc(C(=O)CN2C(=O)NC3(CCCc4ccccc43)C2=O)c1C (configuration not stated),-1%,6%,10%,-0.3%,1.3%,-6%,4%,0%,0.9%,
CN(CC(=O)Nc1ccc(F)c(F)c1F)C(=O)c1ccc(-n2cncn2)c([N+](=O)[O-])c1,9%,-7%,7%,.,11%,.,.,.,.,
Cc1ccccc1NC(=O)C1C2/C=C\CCCCC21 (configuration not stated),0%,-4%,-3%,1.4%,0.6%,3%,3%,-7%,-2.1%,
CC(=O)Nc1cccc(CNCc2cccc(NC(C)=O)c2)c1,11%,.,4%,-0.7%,2.9%,4%,1%,-5%,-5.6%,
CSc1cccc(NC(=O)CCn2c(=O)c3cccn3c3cccnc32)c1,4%,-5%,1%,3.1%,1.5%,47%,4%,-5%,.,
Cc1cccc(-n2c(SCc3cc(=O)n4c(C)cccc4n3)nc3[nH]ncc3c2=O)c1,-3%,.,.,2.0%,4.3%,-1%,2%,0%,-25%,
CC(C)C(=O)N1CCN(c2ccc(NC(=O)c3cccs3)cc2Cl)CC1,.,-3%,5%,-1.4%,12%,1%,2%,-1%,-5.6%,
CCCCCc1nc(-c2nonc2N)no1,11%,1%,6%,-1.0%,2.6%,-1%,2%,-6%,-5.1%,
OCCC1CN(Cc2cccc3nonc23)CCN1C1CCCCC1 (configuration not stated),4%,3%,11%,-0.6%,-0.5%,4%,1%,-8%,-5.4%,
CCC(C)C(=O)Nc1ccc([N+](=O)[O-])cc1OC (configuration not stated),1%,5%,-9%,-0.7%,1.4%,0%,3%,-2%,1.1%,
CCc1cccc(NC(=O)C2CCN(S(=O)(=O)c3ccc4c(c3)CC(C)N4C(C)=O)CC2)c1 (configuration not stated),.,1%,2%,-0.2%,3.3%,8%,3%,-3%,.,
CCOc1ccc(-c2cc(N)n(S(=O)(=O)c3ccc(OC)cc3)n2)cc1,1%,-6%,0%,-1.8%,2.0%,0%,-4%,-5%,1.2%,
CC(C)NC(=O)c1c2c(nc3ccccc13)CCCC2,-5%,1%,11%,-2.4%,-0.7%,14%,-6%,-8%,-1.3%,
COc1ccc(OCC(O)CNC(=O)c2ccc(C)cc2)cc1 (configuration not stated),8%,1%,6%,0.5%,.,2%,13%,-6%,.,
Cc1ccc(C)c(NC(=O)CCN2CC(C)CC(C)C2)c1 (configuration not stated),13%,1%,5%,0.9%,-0.3%,27%,4%,-10%,.,
Cc1cc2nc[nH]c2cc1[N+](=O)[O-],25%,1%,3%,1.0%,0.4%,-6%,4%,-3%,-5.1%,
CC(C)(C)NC(=O)Nc1ccccc1C(N)=O,5%,-5%,2%,0.3%,-1.2%,8%,1%,2%,-4.4%,
COCCNC(=O)CN1c2ccccc2CC1C (configuration not stated),7%,-9%,9%,0.0%,1.2%,-8%,-2%,-8%,-7.5%,
O=C(NC(=S)Nc1cc([N+](=O)[O-])ccc1Cl)c1ccccc1,9%,-7%,6%,-2.2%,1.6%,4%,0%,-9%,-4.9%,
S=c1nc(Cc2ccccc2)[nH]c2ccccc12,10%,-6%,0%,-0.3%,1.4%,15%,2%,-4%,.,
CN(C(=O)COC(=O)c1cc(-c2ccco2)nc2ccccc12)C1CCS(=O)(=O)C1 (configuration not stated),36%,19%,28%,37%,-0.3%,29µM*,53%,13%,.,
OCC1(Cc2ccccc2C(F)(F)F)CCN(Cc2ccccc2)CC1,17%,1%,5%,-1.0%,-2.8%,-2%,2%,0%,-3.3%,
COC(=O)c1[nH]c2ccc(C)cc2c1NC(=O)Oc1ccccc1,35%,-5%,85%,0.2%,1.6%,-30%,3%,-9%,-4.2%,
CCOc1cc(/C=C2\SC(=N)N(c3nonc3N)C2=O)ccc1OCC(N)=O,0%,8%,2%,39%,0.1%,23%,1%,-6%,-14%,
O=C(c1csc2ccccc12)N1CCN(c2ccc(Cl)c(Cl)c2)CC1,1%,-6%,0%,-1.8%,16%,-1%,2%,0%,-3.0%,
CCCCn1c(=O)c2ccccc2c2ccccc2c1=O,3%,-2%,-2%,-1.1%,-0.3%,1%,7%,4%,-9.6%,
